Screens: PubChem BioAssay, several laboratories
Efflux pump mplx: inhibitors of Candida antifungal efflux pumps expressed in yeast. S. cerevisiae Candida pump triplex, Nile Red efflux. inhibition, % at 10 µM. 0.44% of 330,000 active;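 active = plate passing quality check with inhibition over a set limit, or well fluorescence over plate mean plus 4 SD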;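 note: Nile Red retained in pooled yeast measured as flow cytometry median fluorescence; 0% = buffer negative control and 100% = Enniatin B positive control; higher means more Nile Red kept so more efflux inhibition; some compounds called inactive have numbers as strong as hits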
VLA-4 inh: inhibition in a human VLA-4 binding assay; P13612; VLA-4 expressing cells, ligand binding flow cytometry; inhibition, % (about 7 µM as worked out from the volumes in the protocol); 0.2% of 330,000 active; AID 2557; in the data active = inhibition above about 50%
Fam108B counter: counter-screen for RBBP9 inhibitors: inhibitors of mouse Fam108B; 0.33% of 300,000 active; recombinant Fam108B, FP-Rh probe fluorescence polarization; inhibition, % at 9.51 µM; AID 1947;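 active = inhibition above the screen mean inhibition plus 3 SD, computed separately per campaign, cut at about 18% in these data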;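 note: inhibitors lower polarization as less probe binds the enzyme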
MCL1-BIM inh: disrupts human MCL1 binding to BIM-BH3 peptide | GST-MCL1 / FITC-Bim-BH3 fluorescence polarization | 0.68% of 320,000 active | Q07820 | inhibition, % at 10.9 µM | AID 2057;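 active = inhibition above the mean inhibition of all tested compounds plus 3 SD, set per campaign, cut at about 40% in these data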;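 note: 0% = DMSO wells and 100% = unlabeled Bim-BH3 peptide control; higher means more loss of mP so more displacement of Bim peptide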
GLD-1 TGE inh: GLD-1-TGE RNA interaction inhibition (C. elegans) | inhibition, % at 5.96 µM | 0.44% of 320,000 active | Q17339 | purified GLD-1 + fluorescein TGE RNA, fluorescence polarization;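 active = percent inhibition above a per-plate cutoff, the plate mean of test compounds plus 3 SD, cut at about 30% in these data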;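 note: 0% = DMSO wells with GLD-1 and probe and 100% = wells lacking GLD-1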
Target sequence (Q17339 whole entry, looked up): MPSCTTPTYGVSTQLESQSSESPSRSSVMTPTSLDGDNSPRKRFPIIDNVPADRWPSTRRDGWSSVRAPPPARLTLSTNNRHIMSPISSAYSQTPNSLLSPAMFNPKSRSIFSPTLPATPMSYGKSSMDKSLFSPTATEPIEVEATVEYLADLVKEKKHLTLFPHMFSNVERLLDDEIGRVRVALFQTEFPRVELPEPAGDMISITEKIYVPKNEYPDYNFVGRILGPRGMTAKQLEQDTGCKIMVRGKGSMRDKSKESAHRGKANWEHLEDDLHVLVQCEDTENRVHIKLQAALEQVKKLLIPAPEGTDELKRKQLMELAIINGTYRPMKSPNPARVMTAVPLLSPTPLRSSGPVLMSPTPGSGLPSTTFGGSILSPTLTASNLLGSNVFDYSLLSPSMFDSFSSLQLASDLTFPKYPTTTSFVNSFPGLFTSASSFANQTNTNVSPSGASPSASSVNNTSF
MEX-5 binding: C. elegans MEX-5 TCR-2 RNA binding activity; Q9XUB2; AID 1832; MEX-5/FITC-TCR2 RNA binding, fluorescence polarization; hits give low values; 0.38% of 300,000 active; activity score (negative = inhibition of binding), % at 10 µM;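 active = inhibition past about -25% in most replicates, and total fluorescence under double the plate's negative control median, limit read from the data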;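 note: 0% = DMSO and -100% = 5 µM competing unlabeled TCR2 RNA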
GRK2 inh: human GRK2 inhibition via aptamer displacement; P25098; bead flow cytometry, FAM-aptamer displacement from GRK2; inhibition of aptamer binding, % at 10 µM; 0.59% of 330,000 active; AID 488847;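 active = inhibition of aptamer binding above 40%, roughly 3 SD of noise, on plates passing a quality check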;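 note: median bead fluorescence of bound FAM aptamer so fluorescent compounds give negative values; no value below 0 was filed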
Bcl-xL primary: blocks human Bcl-xL binding to Bim BH3 peptide | 0.7% of 320,000 active | GST-Bcl-xL / FITC-Bim BH3 peptide fluorescence polarization | inhibition, % at 10.9 µM;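 active = inhibition above the mean of all tested compounds plus 3 SD, cutoff set per campaign, cut at about 30% in these data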;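 note: 0% = DMSO wells and 100% = unlabeled Bim-BH3 peptide competitor; inhibitors lower millipolarization by displacing the labeled peptide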
Target sequence (Q07817 whole entry, looked up): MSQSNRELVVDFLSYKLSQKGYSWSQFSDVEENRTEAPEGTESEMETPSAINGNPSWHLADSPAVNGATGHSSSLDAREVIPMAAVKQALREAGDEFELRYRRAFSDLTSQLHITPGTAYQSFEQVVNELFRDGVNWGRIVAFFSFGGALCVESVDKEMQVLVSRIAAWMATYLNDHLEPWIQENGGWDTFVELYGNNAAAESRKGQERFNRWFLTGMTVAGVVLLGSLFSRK
PME-1 inh: PME-1 (human) inhibition | recombinant PME-1, FP-Rh probe fluorescence polarization | inhibition, % at 5.9 µM | 0.53% of 320,000 active | AID 2130;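 active = inhibition above the campaign mean of all compounds plus 3 SD, cut at about 26% in these data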;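 note: competitive labeling of PME-1 active site by serine hydrolase directed probe; 0% = PME-1 with DMSO and 100% = wells lacking PME-1 enzyme; inhibitors block probe labeling so polarization falls and inhibition rises; many of its hits are not listed in these tables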
Target sequence (Q9Y570 whole entry, looked up): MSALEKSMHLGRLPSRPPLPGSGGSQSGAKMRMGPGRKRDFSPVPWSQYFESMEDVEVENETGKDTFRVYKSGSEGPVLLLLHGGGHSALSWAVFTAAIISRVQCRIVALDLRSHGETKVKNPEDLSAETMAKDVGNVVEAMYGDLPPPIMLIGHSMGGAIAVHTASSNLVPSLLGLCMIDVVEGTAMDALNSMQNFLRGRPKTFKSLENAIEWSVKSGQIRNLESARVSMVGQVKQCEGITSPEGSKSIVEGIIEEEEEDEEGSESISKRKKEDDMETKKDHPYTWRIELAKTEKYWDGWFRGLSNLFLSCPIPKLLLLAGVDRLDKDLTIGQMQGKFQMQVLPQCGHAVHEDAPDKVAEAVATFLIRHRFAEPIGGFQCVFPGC
* hit, by the source's call; . = no result given. Only part of the results is shown; rates above refer to the full screens.

SMILES | Efflux pump mplx | VLA-4 inh | Fam108B counter | MCL1-BIM inh | GLD-1 TGE inh | MEX-5 binding | GRK2 inh | Bcl-xL primary | PME-1 inh
CN1CCN(C2Cc3ccccc3Sc3cc(C(F)(F)F)ccc32)CC1 (stereo not given) | -0.1 | 20 | 1 | 2 | 3 | 0.8 | 0 | 3 | 3
O=C(COC(=O)CCNS(=O)(=O)c1cccs1)Nc1cc(C(F)(F)F)ccc1Cl | 0.0 | -2 | . | -6 | 5 | . | 4 | 0 | 9
COc1ccc2cc(-c3[nH]ncc3CNCCn3nc(C)cc3C)ccc2c1 | 0.0 | 6 | -5 | 7 | 5 | 3.2 | 0 | 4 | 6
CCCCCCCCCCCC(=O)c1c(O)cccc1O | -0.2 | 26 | -8 | 11 | 3 | 2.3 | 0 | 2 | -5
O=C(O)c1ccc2c(c1)OCCOCCOCCOCCOCCO2 | -0.1 | -9 | 2 | 7 | 5 | 1.9 | 10 | 1 | -5
Cc1ccc2c(c1)NC(=O)[C@@]1(C)[C@@H](c3ccccc3)[C@H]3COc4ccccc4[C@@H]3N1C2=O | . | . | -7 | -2 | 2 | . | . | 3 | -9
O=C(Nc1cccnc1)c1ccc2c(c1)C(=O)N(Cc1cccnc1)C2=O | 0.0 | 11 | 3 | 2 | 9 | -1.9 | 0 | 1 | 2
CC(OC(=O)Cc1c(F)cccc1Cl)C(=O)NC1(C#N)CCCCC1 (stereo not given) | 0.0 | -6 | 1 | 4 | 1 | 1.3 | 2 | 2 | 3
CCN(CC)CCN(C)c1ccc(N2C(=O)C3CC=CCC3C2=O)cc1[N+](=O)[O-] (stereo not given) | 0.0 | 2 | 5 | 5 | 0 | -1.1 | 1 | 6 | -1
Cc1ccccc1-n1cc(CNCc2c(C(=O)N(C)C)nc3ccc(Cl)cn23)cn1 | 0.3 | 1 | 0 | 1 | 0 | 0.8 | 0 | 7 | -3
O=C(NCc1cccnc1)C(=O)NC1CCCCC1 | -0.1 | 19 | -1 | 2 | 9 | -0.5 | 0 | 5 | 0
Cc1c(C(=O)O)oc2c1C(O)CCC2 (stereo not given) | -0.2 | -8 | 1 | 1 | -3 | 0.7 | 3 | 10 | -2
O=C(N/N=C/c1sc(N2CCOCC2)nc1-c1ccccc1)c1ccccc1Cl | -0.1 | 10 | 5 | -6 | 6 | 0.2 | 0 | 4 | 0
Cc1ccc(C2CC(C(F)(F)F)n3nc(C(=O)NCc4ccco4)cc3N2)cc1 (stereo not given) | 0.2 | 20 | 5 | 4 | -3 | -0.8 | 1 | 3 | -1
O=C(O)C1CCCCC1C(=O)Nc1ccc2c(c1)OCO2 (stereo not given) | 0.2 | 6 | 3 | 9 | 8 | . | 2 | -1 | -3
N/C(=N\OC(=O)c1ccc(Cl)cc1)c1ccn[nH]1 | -0.1 | 1 | -2 | -8 | 3 | 0.6 | 0 | -3 | -1
CCOC(=O)c1sc(Nc2nc(C)cc(C)n2)nc1C | 0.3 | 3 | 5 | 1 | 4 | -0.8 | 0 | -1 | -1
CC(=O)c1ccc(N2CCN(CC(O)c3ccccc3)CC2)cc1 (stereo not given) | 0.0 | 2 | 4 | 0 | 12 | 0.4 | 0 | -7 | 4
O=C(Cn1c(=O)oc2cc(S(=O)(=O)N3CCCCCC3)ccc21)NC1CCCCCCC1 | 0.2 | -7 | -3 | 4 | 3 | -1.6 | 0 | -3 | 2
COc1cccc(NC(=O)CN(C)C(=O)c2cc3c(s2)CCCCC3)c1 | 0.1 | 0 | . | 3 | 0 | . | 2 | 4 | -2
COc1ccc(NC(=O)CCS(=O)(=O)c2ccccc2Cl)cc1S(=O)(=O)Nc1ccc(Cl)cc1 | 0.1 | 20 | 5 | 9 | 0 | -1.1 | 5 | 8 | 0
CC(C)CN(C(=O)c1cccc(Cl)c1)c1c(N)n(Cc2ccccc2)c(=O)[nH]c1=O | -0.1 | 9 | . | 7 | 2 | . | 0 | 1 | 0
CCOc1ccc(NC(=O)CN(C)C(=O)c2cc(S(=O)(=O)N(C)C)ccc2N2CCCC2)cc1OCC | 0.2 | 2 | -5 | 0 | -2 | 0.8 | 3 | 1 | -1
CCCCCN(C(=O)CCC(=O)OCC(=O)c1ccc(F)c(F)c1)c1c(N)n(CCCC)c(=O)[nH]c1=O | 0.1 | 2 | -4 | 1 | 1 | -1.6 | 0 | 4 | 3
COc1ccc(CNCC(O)(c2ccccc2)c2ccc(F)cc2)cc1 (stereo not given) | -0.1 | 8 | -3 | -6 | -2 | 2.3 | 0 | -9 | 4
Following part
SMILES | Efflux pump mplx | VLA-4 inh | Fam108B counter | MCL1-BIM inh | GLD-1 TGE inh | MEX-5 binding | GRK2 inh | Bcl-xL primary | PME-1 inh
Cc1ccc(NC(=S)NC(NC(=O)c2ccccc2)C(Cl)(Cl)Cl)c(C)c1 (stereo not given) | -0.8 | -11 | -13 | -1 | 3 | 3.3 | 0 | -2 | -10
Cc1cccc(CSc2nnc(C)c(=O)n2N)c1 | 0.1 | 5 | 1 | -9 | 1 | -0.7 | 1 | 0 | 4
Cc1nn(CC(=O)Nc2cccc(C(F)(F)F)c2)c(=O)c2cccn12 | -0.1 | 10 | 2 | 4 | 1 | -1.7 | 0 | 3 | -3
CCOc1ccc(NC(=O)CN(Cc2ccccc2)S(C)(=O)=O)cc1 | 0.0 | -8 | -1 | -1 | 2 | -1.4 | 4 | -1 | 1
Cc1ccc(CNC(=S)N2CCOCC2)cc1 | 0.0 | 1 | -1 | 8 | -4 | -0.7 | 2 | 6 | -2
Cc1ccc(-c2[nH]c(=S)[nH]c(=O)c2C#N)cc1 | -0.2 | 8 | 1 | 6 | 3 | 1.6 | 0 | 10 | 1
O=C(NCCc1ccccc1)C1CCN(S(=O)(=O)N2CCC3(CC2)OCCO3)CC1 | 0.1 | 5 | 3 | -2 | 6 | -2.0 | 2 | 0 | 4
C/C(=N\NC(=O)CNc1cccc(Cl)c1C)C1CC1 | -0.2 | -5 | -1 | 2 | 0 | 1.0 | 0 | 2 | 3
CC1CCC(NC(=O)Cn2c(=O)oc3ccccc32)CC1 (stereo not given) | 0.1 | -15 | -2 | -2 | 4 | 3.5 | 0 | 0 | 10
O=C(N/N=C/c1ccc(Br)o1)c1cccnc1 | 0.0 | 10 | 6 | 2 | -4 | 1.7 | 13 | 4 | 4
OCCC1CN(Cc2cccc3c2OCO3)CCN1Cc1ccccc1 (stereo not given) | -0.1 | -9 | 0 | -6 | 2 | -0.7 | 2 | -6 | -1
CN(C)CCCN(C(=O)c1cc(-c2cccs2)nc2ccccc12)c1nc2ccc(F)cc2s1 | 0.0 | -2 | -3 | 4 | 3 | 0.3 | 0 | 3 | 0
O=C1CSC(c2ccccn2)N1Cc1cn2ccccc2n1 (stereo not given) | -0.2 | 2 | -2 | 14 | 0 | . | 0 | 9 | -3
CS(=O)(=O)c1ccc2nc(NC(=O)c3ccc(N4CCCC4=O)cc3)sc2c1 | -0.1 | -7 | -2 | 0 | 1 | 0.0 | 0 | 0 | -5
COC(=O)C1C(O)=C(C=NC2CCCCC2)C(=O)CC1(C)C (stereo not given) | 0.0 | 25 | 10 | 7 | 1 | -1.0 | 0 | 3 | -3
CCCCCC(CC(=O)NO)C(=O)NC(C(=O)N1CCCC1CO)C(C)C (stereo not given) | 0.3 | 10 | -5 | 5 | 0 | . | 1 | 5 | -2
Cc1ccc(-c2ccc(C)c(N)c2C)c(C)c1N | 0.3 | -3 | -2 | 4 | 2 | 2.1 | 0 | 7 | -9
CCN(CC)C(=O)c1ccc(-c2nnc(Nc3cccc(O)c3)c3ccccc23)cc1 | 0.3 | 11 | 5 | -1 | 6 | 2.1 | 2 | 4 | 15
COCCN1C(=O)N[C@@H](c2cccc(C(F)(F)F)c2)[C@H](C(C)=O)[C@H]1C | 0.0 | -3 | 0 | 2 | 0 | 2.4 | 0 | 1 | 2
COC(C[C@H](O)C[C@H](O)[C@H](C)OCc1ccccc1)OC | -0.1 | -16 | . | -6 | 0 | . | 0 | -2 | -6
Cc1nnc(SCC(=O)Nc2nc(-c3ccc(F)cc3)cs2)[nH]c1=O | -0.1 | -2 | -5 | 4 | 2 | -0.5 | 3 | 1 | 2
Cc1ccc(C[n+]2cc(-c3ccc(Cl)cc3)n3c2CCC3)cc1 | 0.2 | -1 | 2 | 4 | 6 | . | 0 | 3 | 3
O=c1cc(-c2ccc(O)cc2)oc2cc(O)cc(O)c12 | 0.1 | -1 | 1 | 8 | 2 | -1.3 | 3 | -1 | -19
Cc1cc(NC(=O)CSc2nc3ccsc3c(=O)n2NC(=O)c2ccccc2)no1 | 0.0 | -6 | -1 | 0 | 4 | . | 1 | 2 | 4
CCOC(=O)C1(C)C=C(Nc2ccc(C)cc2)C(=O)N1c1ccc(C)cc1 (stereo not given) | -0.1 | -4 | 3 | 5 | 2 | 1.6 | 2 | 3 | 5

Continued; it opens with the two that closed the last part.
SMILES | Efflux pump mplx | VLA-4 inh | Fam108B counter | MCL1-BIM inh | GLD-1 TGE inh | MEX-5 binding | GRK2 inh | Bcl-xL primary | PME-1 inh
Cc1cc(NC(=O)CSc2nc3ccsc3c(=O)n2NC(=O)c2ccccc2)no1 | 0.0 | -6 | -1 | 0 | 4 | . | 1 | 2 | 4
CCOC(=O)C1(C)C=C(Nc2ccc(C)cc2)C(=O)N1c1ccc(C)cc1 (stereo not given) | -0.1 | -4 | 3 | 5 | 2 | 1.6 | 2 | 3 | 5
CC1CCCCN1S(=O)(=O)c1ccc2c(c1)CCN2C(=O)C1CCC1 (stereo not given) | 0.3 | 14 | -1 | -5 | -8 | 2.5 | 2 | 1 | 3
CCc1ccc(C(=O)COC(=O)c2ccc(Cl)nc2)cc1 | 0.5 | 3 | -4 | -1 | 1 | -1.0 | 2 | 1 | 1
O=C(NCCCN1CCOCC1)c1ccc(Cl)c([N+](=O)[O-])c1 | -0.1 | 12 | 0 | 7 | -1 | 3.3 | 5 | 4 | 6
O=C(NCC(=O)N1CCOCC1)c1ccc(Br)o1 | -0.1 | -3 | 4 | 1 | 9 | -0.5 | 2 | 3 | 7
Nc1ccc(N2CCN(CCCCN3C(=O)C4CCCN4C3=O)CC2)cc1 (stereo not given) | 0.1 | 26 | -1 | 3 | -6 | -6.7 | 0 | 9 | 9
CCOC(=O)Cc1csc(NC(=O)/C=C/c2ccco2)n1 | 0.0 | 1 | -2 | -3 | 6 | 2.0 | 0 | 0 | -3
Cc1c(C(=O)OCC(=O)N2CC(C)CC(C)C2)oc2ccccc12 (stereo not given) | 0.0 | 13 | -1 | -4 | 4 | 1.0 | 2 | 2 | -5
C/C(=N\NC(=O)Cc1cccn1C)c1ccco1 | 0.1 | 15 | -2 | 4 | -7 | 1.0 | 0 | 4 | -3
CCN(CC)C(=O)C1CCN(Cc2ccc(OCc3ccccc3)cc2)CC1 | -0.1 | 8 | -1 | -5 | 2 | 1.3 | 2 | -1 | 3
Cc1ccc(-c2nc(C=Nc3ccccc3)c(O)o2)cc1 | 0.0 | 18 | 4 | -9 | -10 | -10 | 0 | -8 | -19
O=C(/C=C/c1ccc(F)cc1)Nc1ccc(S(=O)(=O)N2CCOCC2)cc1 | -0.4 | 7 | -12 | -3 | -1 | -1.0 | 0 | 4 | -10
Cc1ccc(SC(C)c2nc(-c3ccncc3)no2)cc1 (stereo not given) | 0.0 | -5 | 5 | 8 | 6 | 3.8 | 0 | 8 | -2
CN(C(=O)CC1C(=O)NCCN1Cc1ccccc1F)C1CCOCC1 (stereo not given) | 0.1 | 10 | -8 | 4 | 10 | 0.2 | 1 | 4 | -2
COc1ccc(OC)c(NC(=O)COC(=O)[C@H](Cc2ccccc2)NC(=O)c2ccco2)c1 | 0.2 | -4 | . | . | 5 | . | 2 | . | .
